# Plk1 PBD FP: Plk1 polo box domain binding inhibitors, primary screen, biochemical, fluorescence polarization. hit rate 0.13% among 97,000. Serine/threonine-protein kinase PLK1 (Homo sapiens), P53350. inhibition, %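 (tested at about 20 µM)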. AID 693, 2007. Plk1 PBD phosphopeptide binding; in the data active = inhibition above about 34%, passing the limit was not always enough
# Target sequence (P53350 whole entry, looked up, the tested form may be a part): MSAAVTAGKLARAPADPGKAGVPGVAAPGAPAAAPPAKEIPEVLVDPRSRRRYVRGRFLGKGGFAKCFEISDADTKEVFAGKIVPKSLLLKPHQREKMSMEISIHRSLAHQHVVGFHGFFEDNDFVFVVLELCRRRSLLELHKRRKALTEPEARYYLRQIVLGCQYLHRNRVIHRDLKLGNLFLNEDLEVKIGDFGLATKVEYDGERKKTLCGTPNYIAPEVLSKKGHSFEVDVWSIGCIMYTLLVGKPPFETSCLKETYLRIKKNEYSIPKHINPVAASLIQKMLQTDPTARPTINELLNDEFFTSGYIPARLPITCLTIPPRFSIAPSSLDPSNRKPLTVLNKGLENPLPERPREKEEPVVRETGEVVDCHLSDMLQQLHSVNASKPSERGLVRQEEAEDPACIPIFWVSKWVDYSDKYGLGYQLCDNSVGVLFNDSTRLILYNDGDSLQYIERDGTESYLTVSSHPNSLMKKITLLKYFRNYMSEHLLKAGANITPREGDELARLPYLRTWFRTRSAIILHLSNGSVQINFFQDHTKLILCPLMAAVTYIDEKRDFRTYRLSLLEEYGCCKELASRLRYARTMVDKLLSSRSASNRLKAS
# CYP2C9 act: human CYP2C9 activators, primary screen, biochemical, luminescence. activation factor at 5 µM. hit rate 1.4% among 96,000. recombinant CYP2C9, luciferin-H conversion; active compounds read high; factor 1 = untreated enzyme, 0 = blocked;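 active = activation factor of 2 or more for CYP2C9 at a 5 µM dose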;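 also: 0 = sulfaphenazole-blocked wells and 1 = vehicle-only wells; values of inactives mirror those of a sister screen read the other way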
# CYP2C19 inh: blockers of cytochrome P450 2C19 activity – biochemical, luminescence, ADME assay, primary screen | inhibition, % at 5 µM | CYP2C19 Supersomes, luciferin-H EGE luminescence, 30 min | hit rate 21% among 96,000 | P33261;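 active = CYP2C19 inhibition above a set limit at 5 µM in the primary screen, cut at about 50% in these data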;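 also: plate controls were negative control wells for no effect and 2.5 mM tranylcypromine positive control for full effect; values of inactives mirror those of a sister screen read the other way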
# Target sequence (P33261 whole entry, looked up): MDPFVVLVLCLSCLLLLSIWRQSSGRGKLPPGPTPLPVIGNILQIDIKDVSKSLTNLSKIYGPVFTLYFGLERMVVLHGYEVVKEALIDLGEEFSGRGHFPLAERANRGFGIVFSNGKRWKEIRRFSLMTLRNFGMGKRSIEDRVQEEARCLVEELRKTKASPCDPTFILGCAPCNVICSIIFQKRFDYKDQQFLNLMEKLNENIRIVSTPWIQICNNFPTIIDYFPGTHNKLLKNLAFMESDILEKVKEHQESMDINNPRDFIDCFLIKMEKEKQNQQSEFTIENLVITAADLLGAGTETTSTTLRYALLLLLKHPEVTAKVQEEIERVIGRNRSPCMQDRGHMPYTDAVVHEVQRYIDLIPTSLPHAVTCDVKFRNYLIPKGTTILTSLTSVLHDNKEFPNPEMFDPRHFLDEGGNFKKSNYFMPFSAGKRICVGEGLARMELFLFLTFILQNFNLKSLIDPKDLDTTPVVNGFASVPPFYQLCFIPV
# PLAP act: PLAP enzyme activators, biochemical, luminescence, HTS. Alkaline phosphatase, placental type (Homo sapiens), P05187. purified PLAP enzyme, luminescent substrate read-out; active compounds read high. activation fold at 20 µM. hit rate 1.2% among 96,000. AID 696, 2007; in the data active = activation fold above about 2
# EphB4 antag: EphB4-ephrin-B2 interaction antagonists, primary screen, biochemical, TNYL-RAW peptide probe, fluorescence polarization | Ephrin type-B receptor 4 (Homo sapiens), P54760 | hit rate 0.15% among 97,000 | EphB4 LBD / TNYL-RAW-Alexa532 peptide | inhibition, % at 7 µM;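 active = inhibition above the screen-wide mean inhibition plus 3 SD, cut at about 15% in these data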;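 also: 0% = DMSO wells and 100% = excess unlabeled TNYL-RAW peptide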
# CYP2C9 inh: blockers of cytochrome P450 2C9 activity – biochemical, luminescence, ADME assay, primary screen; AID 777, 2007; CYP2C9 Supersomes, luciferin-H conversion; P11712; hit rate 20% among 96,000; inhibition, % at 5 µM;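 active = blocking of liver enzyme CYP2C9 beyond about 50% at 5 µM, limit read from the data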; also: values of inactives mirror those of a sister screen read the other way
# Rev-RRE block: HIV-1 Rev-RRE binding inhibitors, primary screen, biochemical, FRET, protein-RNA interaction | P05866 | Rev peptide-RRE RNA binding | inhibition, % at 8 µM | hit rate 0.79% among 97,000 | AID 704, 2007;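 active = inhibition above the screen-wide mean plus 3 SD, cut at about 35% in these data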;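 also: 0% = median DMSO wells and 100% = median Neomycin B control wells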
#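 Test system – labelled RRE RNA duplex and labelled Rev peptide · Reagent – labelled Rev peptide · Doses – one concentration, 8 µM nominal · Incubation – 5 + 15 min at 25 °C · Signal – FRET fluorescence readout · Read-out basis – % inhibition of FRET ratio versus controls · Control set – DMSO wells as 0% and neomycin B wells as 100% inhibition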
# CYP2C19 activ: human CYP2C19 activators, primary screen, biochemical, luminescence; Cytochrome P450 2C19 (Homo sapiens), P33261; recombinant CYP2C19, luciferin-H EGE luminescence; active compounds read high; 0 = fully inhibited enzyme, 1 = untreated enzyme; activation factor at 5 µM; 96,000 tested, under 10 active; AID 1025, 2008;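 active = activation factor of at least 2 at 5 µM in the primary screen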;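 also: 0 = wells with 2.5 mM tranylcypromine and 1 = vehicle-only wells; values of inactives mirror those of a sister screen read the other way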
# PLK1 inh: human PLK1 kinase inhibitors, primary screen, biochemical, TR-FRET | hit rate 0.53% among 97,000 | inhibition, % at 10 µM | recombinant PLK1 kinase, TR-FRET peptide phosphorylation;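 active = inhibition of 50% or more in the single-concentration screen; inactive = inhibition below 50%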;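 also: 0% = DMSO max control and 100% = H-89 dihydrochloride min control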
# An asterisk follows results filed as active; · = no result given.
SMILES,Plk1 PBD FP,CYP2C9 act,CYP2C19 inh,PLAP act,EphB4 antag,CYP2C9 inh,Rev-RRE block,CYP2C19 activ,PLK1 inh
CC(=O)CSc1nnc(-c2ccc(S(=O)(=O)N3CCC(C)CC3)cc2)o1,14,·,·,·,-5,·,-4,·,-5
CCOC(=O)CNC(=O)CSc1nnc(-c2ccco2)n1N,-9,1.1,-13,1.1,1,-14,5,1.1,-6
C=C(C)CC(NCc1ccco1)c1ccc(OC)cc1 (stereo unspecified),5,0.9,24,1.3,1,6,3,0.8,-10
O=C(NCc1ccccn1)c1cc2cc(Br)ccc2oc1=O,5,1.2,-7,0.9,5,-16,7,1.1,-10
O=C(Nc1cccc(Cl)c1)Nc1cccc(Cl)c1,11,·,·,·,-3,·,5,·,-3
CC1Oc2ccccc2N(Cc2ccccc2F)C1=O (stereo unspecified),-3,0.3,90*,0.9,-8,67*,-5,0.1,-10
Cc1nc2ccc(-n3ccc(=O)cc3)cc2s1,-2,1,-3,0.9,-13,-3,3,1,-10
Cc1ccc2nc(NC(=O)c3ccc4c(c3)OCO4)sc2c1,9,0.8,21,0.9,-2,18,-3,0.8,-15
O=C(CC(SCCO)c1ccc2c(c1)OCO2)c1ccco1 (stereo unspecified),9,0.3,98*,0.6,-6,72*,5,0,40
O=C(N/N=C/c1ccccc1F)c1csc2c1CCCC2,-1,1.1,3,0.9,-1,-8,-1,1,-5
CCOc1cccc(/C(O)=C2/C(=O)C(=O)N(Cc3ccco3)C2c2ccncc2)c1 (stereo unspecified),17,0.9,17,0.9,-7,14,5,0.8,-9
CC(=O)c1cccc(NC(=O)c2ccco2)c1,16,0.9,11,0.9,-1,7,5,0.9,10
CC(C)NC(=O)c1ccc(COCC(F)(F)C(F)F)cc1,0,1.2,84*,0.9,-2,-23,5,0.2,10
CC(C)OC(=O)Nc1ccc(Oc2c(F)c(F)c(F)c(F)c2F)cc1,·,0.9,5,0.8,·,7,·,0.9,·
Nc1nnc(SCC(=O)N2CCN(c3ccccc3)CC2)s1,15,0.9,2,1,8,14,1,1,-10
COc1ccc(C(OC(=O)c2cccs2)C(=O)NCC2CCCO2)cc1 (stereo unspecified),-18,0.6,63*,1.2,0,42,1,0.4,-19
CCC(C)Nc1nc2c(c(=O)n(C)c(=O)n2C)n1Cc1ccc(F)cc1 (stereo unspecified),16,0.5,24,1,6,49,-2,0.8,-3
CN1CCN(c2nc(N3CCN(c4ccccc4)CC3)ncc2F)CC1,-17,0.8,62*,1.2,-6,19,2,0.4,-12
Cc1ccc(Oc2ncc(-c3ccc(Cl)cc3)cn2)cc1,20,1,25,1,3,1,1,0.7,0
Cn1cccc1/C=N/NC(=O)c1sc2ccccc2c1Cl,-19,1.4,46,0.9,3,-38,4,0.5,-3

# An excerpt from above, reduced to PLK1 inh and EphB4 antag:
mol | PLK1 inh | EphB4 antag
CC(=O)CSc1nnc(-c2ccc(S(=O)(=O)N3CCC(C)CC3)cc2)o1 | -5 | -5
CCC(C)Nc1nc2c(c(=O)n(C)c(=O)n2C)n1Cc1ccc(F)cc1 (stereo unspecified) | -3 | 6
C=C(C)CC(NCc1ccco1)c1ccc(OC)cc1 (stereo unspecified) | -10 | 1

# Remaining list, next part
SMILES,Plk1 PBD FP,CYP2C9 act,CYP2C19 inh,PLAP act,EphB4 antag,CYP2C9 inh,Rev-RRE block,CYP2C19 activ,PLK1 inh
COc1cc(CNn2nnnc2N)cc(Br)c1OCC(=O)NC(C)(C)C,21,0.9,12,0.9,2,6,1,0.9,-9
CCOC(=O)c1cc2cc(-c3c(C(=O)OCC)oc4cc(O)cc(O)c4c3=O)ccc2o1,·,0.1,70*,1.5,·,93*,·,0.3,·
CCOc1cc(NC(=O)c2ccccn2)c(OCC)cc1NC(=O)CC(C)C,-14,0.6,32,1.2,-1,44,1,0.7,-4
COCCn1c(=NC(=O)CSC(C)=O)sc2cc(F)ccc21,16,0.7,46,0.9,-2,28,10,0.5,-32
O=C(Nc1nc2ccc(F)cc2s1)C1CCCO1 (stereo unspecified),6,1,4,1.1,2,0,4,1,-3
COc1ccc(NC(=O)c2c(OC)cccc2OC)c(OC)c1,19,0.8,18,1,6,20,9,0.8,-3
Cc1nc2ncnn2c(C)c1CCC(=O)NCc1ccccc1,2,1,-3,1,2,4,0,1,1
CCc1nnc(NC(=O)c2ccc(S(=O)(=O)N3CCCCC3C)cc2)s1 (stereo unspecified),11,0.8,9,1.3,1,19,3,0.9,-2
Cc1ccc(C2/C(=C(/O)c3ccc(OC(C)C)cc3)C(=O)C(=O)N2CCN2CCOCC2)cc1 (stereo unspecified),-41,1.2,-8,1.8,5,-21,6,1.1,-10
CC1=C(C(=O)Nc2ccccc2)C(c2ccco2)C(C#N)=C(SCC(=O)OC(C)C)N1 (stereo unspecified),7,0.6,43,1.2,-7,45,4,0.6,-16
COc1ccc2nc(N3CCCC(O)C3)c(C#N)cc2c1 (stereo unspecified),18,0.4,43,1.8,-2,64*,32,0.6,-9
Cc1cc(NS(=O)(=O)c2ccc(NC(=O)CCN3C(=O)c4ccccc4C3=O)cc2)no1,-28,0.5,1,1.2,-4,50,5,1,-12
O=C(Nc1c(F)cc(F)cc1Br)c1cc2nc(C(F)F)cc(C(F)F)n2n1,-10,1.4,-5,1.1,4,-36,0,1.1,-8
O=C(NCCN1CCN(C(=O)c2cccs2)CC1)C(=O)Nc1ccc(Br)cc1,9,0.8,21,1.4,10,25,6,0.8,-16
O=C(Cn1cnc2c(oc3ccccc32)c1=O)NCCc1ccccc1,-18,·,·,·,-1,·,12,·,1
Brc1ccc(CSc2nnc(Cc3c[nH]c4ccccc34)o2)cc1,19,0.6,25,0.8,2,39,12,0.8,-8
Cc1nn(C(=O)C(C)N2C(=O)c3ccccc3C2=O)c(C)c1Br (stereo unspecified),-12,1.1,17,1,1,-9,13,0.8,5
Cc1cc(C)n(-c2nc3c(c(=O)n(C)c(=O)n3C)n2CC(O)COc2ccccc2C)n1 (stereo unspecified),-1,·,·,·,2,·,4,·,-6
CCOC(=O)C1CCCN(C(=O)C2CCCN(S(C)(=O)=O)C2)C1 (stereo unspecified),-23,1.1,-6,1.2,7,-7,9,1.1,-7
COc1cccc(C2=NOC(C(=O)N3CCc4ccccc4C3)C2)c1 (stereo unspecified),9,·,·,·,3,·,8,·,-10

# Two successive entries from above:
SMILES,Plk1 PBD FP,CYP2C9 act,CYP2C19 inh,PLAP act,EphB4 antag,CYP2C9 inh,Rev-RRE block,CYP2C19 activ,PLK1 inh
COc1cc(CNn2nnnc2N)cc(Br)c1OCC(=O)NC(C)(C)C,21,0.9,12,0.9,2,6,1,0.9,-9
CCOC(=O)c1cc2cc(-c3c(C(=O)OCC)oc4cc(O)cc(O)c4c3=O)ccc2o1,·,0.1,70*,1.5,·,93*,·,0.3,·

# Continued.
SMILES,Plk1 PBD FP,CYP2C9 act,CYP2C19 inh,PLAP act,EphB4 antag,CYP2C9 inh,Rev-RRE block,CYP2C19 activ,PLK1 inh
COc1cccc(C2C(C(=O)OCc3ccccc3)=C(C)Nc3ncnn32)c1OC (stereo unspecified),-11,0.9,64*,1.1,-6,10,7,0.4,-18
CS(=O)(=O)N1CCN(C(=O)c2ccc(Br)s2)CC1,-2,0.6,94*,0.8,-2,40,6,0.1,-8
Cc1cccc(NC(=O)c2nc(-c3ccccc3)n(-c3ccccc3)n2)c1C,-45,0.7,20,1,-1,32,16,0.8,-11
CSCCC(NC(=O)c1ccco1)C(=O)OCC(=O)Nc1sccc1C#N (stereo unspecified),12,0.2,55*,1.5,-4,78*,5,0.4,-14
CCn1ncc(Br)c1C(=O)Nc1ccc(C(=O)OC(C)C)cc1,0,0.9,7,0.9,2,8,12,0.9,3
CCCc1nnc(NC(=O)CN2C(=O)c3ccccc3C2=O)s1,12,0.9,-14,1.1,1,9,0,1.1,-10
CCc1nc2ccccc2[nH]1,-16,1.1,21,0.9,6,-7,9,0.8,-10
Cc1nn(-c2ccccc2)c2c1C(c1ccccc1)C(C#N)=C(N)O2 (stereo unspecified),-10,0.1,90*,1.2,8,87*,9,0.1,3
CCCCn1cnc2c([nH]c3ccccc32)c1=O,-25,1,32,0.8,4,0,6,0.7,-9
O=C(c1cccs1)n1nc(-c2ccccc2)nc1NCc1ccco1,-4,·,·,·,4,·,6,·,-12
Cc1noc(NS(=O)(=O)c2ccc(N3CC(O)=C(c4ccccc4)C3=N)cc2)c1C,50,1,-17,1.2,-1,3,1,1.2,-4
COC(=O)c1cnc2ccccc2n1,13,·,·,·,-1,·,5,·,1
CC1(C)C(=O)C2(CCCC2)C(=O)OC1c1ccco1 (stereo unspecified),-10,0.8,64*,1.1,-6,20,2,0.4,-12
Cc1ccc(S(=O)(=O)C(C#N)c2nc3ccccc3nc2N2CC(C)OC(C)C2)cc1C (stereo unspecified),4,0.5,1,1.4,12,46,9,1,-10
CC(/C=N/N1CCN(c2ccccc2)CC1)=C\c1ccco1,-26,0.8,56*,1,8,23,4,0.4,13
CCC(C)(C)NC(=O)C(c1ccc(F)cc1)N(Cc1ccco1)C(=O)c1snc(C(N)=O)c1N (stereo unspecified),-9,1.1,-3,1.1,-5,-6,2,1,-13
O=C1CSC(=Nc2ccc(O)cc2)N1c1ccc(O)cc1,6,0.7,12,1.1,-2,26,5,0.9,1
COc1cc2c(cc1OC)C(C(=O)Nc1cccc(C)n1)C(c1cccnc1)N(C)C2=O (stereo unspecified),-6,1,16,1.1,5,3,-1,0.8,-7
CCOc1ccc(/C(O)=C2/C(=O)C(=O)N(c3cc(C)on3)C2c2ccc(C(=O)OC)cc2)cc1 (stereo unspecified),0,0.8,0,1.2,1,23,6,1,-27
CN(c1ccc(OCC(=O)N2CCC(C(N)=O)CC2)cc1)S(=O)(=O)c1cccs1,1,1,-3,0.9,-2,5,0,1,-7
COc1cc2cc(CN(Cc3nnnn3Cc3ccco3)C3CCCCC3)c(=O)[nH]c2cc1OC,-6,0.9,18,1.8,3,12,45*,0.8,0
O=C(Nc1ccc2nc(-c3cccs3)c(-c3cccs3)nc2c1)NC1CC1,27,0.5,21,1,-9,50,14,0.8,5
CS(=O)(=O)N(CC(=O)NCCC1=CCCCC1)c1ccc2c(c1)OCO2,-11,0.4,62*,1.2,-7,57*,-1,0.4,1
Cc1nn(-c2ccccc2)c(C)c1C(=O)OCC(=O)N1c2ccccc2NC(=O)C1(C)C,-6,0.5,25,1.4,3,46,3,0.7,-8
Cc1ccc(NC(=O)CCNS(=O)(=O)c2cccc3nonc23)cc1,·,0.7,41,0.8,·,26,·,0.6,·
CC1(C)CC(CCNC(=O)c2ccco2)CC(C)(C)N1,14,1.1,-9,0.9,5,-10,6,1.1,0
Cn1c(SCC(=O)c2ccccc2F)nnc1C1CC1,-6,1,11,1,-2,2,5,0.9,-11
CCOC(=O)C1=C(O)/C(=C\c2ccc(CNC(=O)C(=O)Nc3ccc(C)c(C)c3)o2)N=C1C,11,0.2,55*,1.3,-2,83*,6,0.4,-7
COC(=O)c1ccc(-c2nc3ccccc3o2)cc1,·,0.8,30,0.9,·,16,·,0.7,·
O=C(Cn1nnc(-c2ccc(Cl)cc2)n1)NCCC1=CCCCC1,2,0.6,52*,0.4,3,36,3,0.5,0
Cc1cc(-c2ccccc2)nc(N2CCN(c3ccccn3)CC2)n1,9,0.7,12,1,-13,33,2,0.9,3

# High-throughput results as filed in PubChem.
